# High-throughput results (PubChem BioAssay)
# Yeast growth tox: Compounds toxic to wild-type S. cerevisiae growth; A595 turbidity, 16 h; growth inhibition, % at 25 µM (by protocol); 30,000 compounds, 0.3% hits; AID 685;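 active = mutant and wild-type yeast strains alike exhibit over 30% growth inhibition; inconclusive = a strain exceeds 50% while the second remains under 30%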;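 note: 0% = untreated cell controls and 100% = YPD media blanks without cells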
#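 System – wild-type and eIF2Bepsilon-R284H mutant S. cerevisiae, screened separately · Measured by – absorbance at 595 nm (turbidity) · Timing – 16 h compound exposure during growth at 30 °C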
# eIF2B yeast act: modulators of yeast eIF2B activity; S. cerevisiae eIF2B-epsilon R284H, GCN4-lacZ luminescence; inhibition, % at 25 µM (by protocol); 27,000 compounds, 0.91% hits;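 active = mutant luminescence inhibited past about 50% while wild type luminescence and mutant growth stay under set limits, limit read from the data; inconclusive = mutant versus wild type luminescence inhibition gap past a set limit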; note: some compounds called inactive have numbers as strong as hits
#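 Times: 16 h growth with compound at 30 °C, 90 min Beta-Glo step; Assay system: yeast eIF2B-epsilon R284H mutant carrying GCN4–beta-galactosidase fusion; Measure: % inhibition of reporter signal and growth versus controls; Dosing: one concentration, 25 µM, 0.25% DMSO; Buffer or medium: YPD yeast growth medium; Measured by: Beta-Glo luminescence plus absorbance at 595 nm.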
# Yeast growth tox inhibition %: also measured in Yeast growth tox; calls as there; growth inhibition, %; S. cerevisiae eIF2Bepsilon-R284H mutant growth, A595 turbidity, 16 h;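 each compound tested once at 25 µM; 0% equals untreated cells and 100% equals cell-free medium blanks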
# eIF2B yeast act mutant toxicity: recorded beside eIF2B yeast act, whose call it bears; growth inhibition, %; measured here: mutant yeast growth, toxicity;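 each compound tested once at 25 µM; zero equals untreated control growth and 100 equals blank medium absorbance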
# Starred values were filed as active, the others as inactive; ? = inconclusive; . = no result given. This is a subset; the hit share may differ from the screen's.
# Screens in order: Yeast growth tox	Yeast growth tox inhibition %	eIF2B yeast act	eIF2B yeast act mutant toxicity
1) C1CCC(C23CC4CC(CC(C4)C2)C3)NC1 (stereo not drawn)
→ 16	6	-2	6
2) Cc1ccc2cc3cc(C(=O)N(C)C4CCCCC4)oc3nc2c1
→ -10	4	21	4
3) CC(=O)NCCCc1nc2ccccc2n1Cc1ccccc1C
→ 24	12	.	.
4) Nc1c(Br)cc(Br)c(N2CCCC2=O)c1Br
→ -3	0	7	.
5) O=C(O)c1ccc(-c2ccccc2Cl)o1
→ 31	0	20	.
6) COc1ccc(CNC(=S)Nc2cccc(C)c2C)cc1
→ -5	-10	6	-10
7) COc1ccc(CNC(=O)C(C#N)c2nc3ccccc3nc2N2CCCC2)cc1 (stereo not drawn)
→ -8	-3	16	-3
8) Cc1cc(C2C(C#N)=C(N)OC3=C2C(=O)CC(C)(C)C3)c(C)s1 (stereo not drawn)
→ -7	-5	-31	-5
9) COCCNC(=O)C(OC(=O)c1cccs1)c1ccccc1 (stereo not drawn)
→ 4	16	16	16
10) CCOC(=O)C1=C(C)NC(=O)C(C(N)=O)C12CCCC2 (stereo not drawn)
→ 3	-5	.	.
11) O=C(CN1CCC(n2nnc3cc(C(F)(F)F)ccc32)CC1)Nc1ccc2c(c1)OCCO2
→ -25	-5	12	-5
12) COCc1nnc(NC(=O)c2cccs2)s1
→ -6	-5	-7	-5
13) Cc1cc2nnc(SC3CCOC3=O)n2c2ccccc12 (stereo not drawn)
→ 16	13	-19	13
14) CSc1cccc(NC(=O)CSc2ccc(C)cc2)c1
→ 18	5	13	5
15) O=C(Cn1cnc2ccccc2c1=O)N1CCN(Cc2ccc3c(c2)OCO3)CC1
→ 24	11	24	11
16) OC(COc1ccc2ccccc2c1Br)Cn1ccnc1 (stereo not drawn)
→ -7	9	-38	9
17) Cn1c(C(C#N)C2=C(Cl)C(=O)N(c3ccccc3)C2=O)nc2ccccc21 (stereo not drawn)
→ 9	-8	2	-8
18) O=C(NC(=S)Nc1ccccc1N1CCCC1)c1ccc(-c2cccc([N+](=O)[O-])c2)o1
→ 20	-5	-5	-5
19) COc1ccccc1-c1noc(-c2ccccc2C(=O)N2CCOCC2)n1
→ 11	-26	26	-26
20) CC(C)(C)NC(=O)CSc1nncn1NCc1cccc2ccccc12
→ 9	9	24	9
21) COc1cc2c(C(=O)NCc3ccccn3)cn(C)c(=O)c2cc1OC
→ -12	-5	29	-5
22) CCOC(=O)c1ccc(NC(=O)CSc2nnc(C3CC3)n2CC)cc1
→ 5	12	-2	12
23) CC(=O)c1cnc(Nc2nc(C)c3cc(C)ccc3n2)nc1C
→ 1	13	-20	13
24) COc1ccc(OC)c(NC(=O)CCn2cccc2)c1
→ 4	-19	-8	-19
25) O=C(CSc1nnnn1C1CCCCC1)NCc1ccccc1
→ 16	-5	20	-5
26) CCc1noc(C)c1C(=O)Nc1sc(C(=O)N(C)C)c(C)c1C(=O)OC
→ .	.	-16	.
27) CC1CCCN(CCCNC(=O)C2CC(=O)N(c3ccc(F)c(Cl)c3)C2)C1 (stereo not drawn)
→ ?	.	23	7
28) CC(=O)Nc1cc(NC(=O)C2C3C=CC(C3)C2C(=O)O)ccc1Cl (stereo not drawn)
→ -5	5	-19	5
29) COc1cccc(CNC(=O)Cc2c(C(=O)O)[nH]c3ccccc23)c1
→ 5	18	1	18
30) CC1CC(=O)C=C(O)C1C(=O)OC(C)(C)C (stereo not drawn)
→ -1	0	-1	.
31) CC(=O)Nc1cc(C(F)(F)F)ccc1OCCOc1ccccc1
→ -6	4	55*	.
32) Cc1ccc(-c2cc(C(=O)NCc3ccc4c(c3)OCO4)[nH]n2)c(O)c1C
→ -6	4	.	.
33) COc1ccc(S(=O)(=O)n2nc(C)cc2C)c(C)c1C
→ 5	15	.	.
34) Cc1nn(-c2nc(-c3ccco3)cc(C(F)(F)F)n2)c(C)c1Cl
→ -22	-4	.	.
35) Cc1ccc(Cl)cc1NC(=O)Cn1cccc1
→ 5	-5	38	-5
36) O=C1C=C(OCc2ccccc2)CN1
→ 18	3	-2	3
37) Cc1ccccc1-c1noc(C23CC4CC(CC(C4)C2)C3)n1
→ 2	16	15	16
38) C=CCN1C(=NC(=O)CCC)SC2CS(=O)(=O)CC21 (stereo not drawn)
→ 11	28	.	.
39) CCn1ncc(C2=NOC(C(=O)NCc3ccc(Cl)cc3)C2)c1C (stereo not drawn)
→ 13	-4	22	-4
40) COc1ccc(OC)c(NS(=O)(=O)c2ccc(NC(C)=O)cc2)c1
→ 16	18	.	.

# As a working copy, some entries already given:
# Screens in order: Yeast growth tox	Yeast growth tox inhibition %	eIF2B yeast act	eIF2B yeast act mutant toxicity
1) C1CCC(C23CC4CC(CC(C4)C2)C3)NC1 (stereo not drawn)
→ 16	6	-2	6
2) Cc1ccc2cc3cc(C(=O)N(C)C4CCCCC4)oc3nc2c1
→ -10	4	21	4
3) CC(=O)NCCCc1nc2ccccc2n1Cc1ccccc1C
→ 24	12	.	.
4) Nc1c(Br)cc(Br)c(N2CCCC2=O)c1Br
→ -3	0	7	.
5) O=C(O)c1ccc(-c2ccccc2Cl)o1
→ 31	0	20	.
6) COc1ccc(CNC(=S)Nc2cccc(C)c2C)cc1
→ -5	-10	6	-10
7) COc1ccc(CNC(=O)C(C#N)c2nc3ccccc3nc2N2CCCC2)cc1 (stereo not drawn)
→ -8	-3	16	-3
8) Cc1cc(C2C(C#N)=C(N)OC3=C2C(=O)CC(C)(C)C3)c(C)s1 (stereo not drawn)
→ -7	-5	-31	-5
9) COCCNC(=O)C(OC(=O)c1cccs1)c1ccccc1 (stereo not drawn)
→ 4	16	16	16
10) CCOC(=O)C1=C(C)NC(=O)C(C(N)=O)C12CCCC2 (stereo not drawn)
→ 3	-5	.	.
11) O=C(CN1CCC(n2nnc3cc(C(F)(F)F)ccc32)CC1)Nc1ccc2c(c1)OCCO2
→ -25	-5	12	-5
12) COCc1nnc(NC(=O)c2cccs2)s1
→ -6	-5	-7	-5
13) Cc1cc2nnc(SC3CCOC3=O)n2c2ccccc12 (stereo not drawn)
→ 16	13	-19	13
14) CSc1cccc(NC(=O)CSc2ccc(C)cc2)c1
→ 18	5	13	5
15) O=C(Cn1cnc2ccccc2c1=O)N1CCN(Cc2ccc3c(c2)OCO3)CC1
→ 24	11	24	11
16) OC(COc1ccc2ccccc2c1Br)Cn1ccnc1 (stereo not drawn)
→ -7	9	-38	9

# Carrying on:
# Screens in order: Yeast growth tox	Yeast growth tox inhibition %	eIF2B yeast act	eIF2B yeast act mutant toxicity
41) CC(C)(C)c1nn(-c2ccccc2)c2[nH]c(=O)c(CNCc3ccco3)cc12
→ -17	-7	.	.
42) CCN(c1ccccc1)S(=O)(=O)c1ccc(C(=O)Nc2nccs2)cc1
→ 19	0	.	.
43) CCOc1ccc(NC(=O)[C@@H](NC(=O)c2ccccc2)[C@@H](C)CC)cc1
→ -3	-19	27	-19
44) Cc1ccc(-c2nc3c(cnn3-c3ccccc3)c(=O)o2)cc1
→ -3	-6	12	-6
45) O=C/C(=C\Nc1ccccn1)c1nc2cc(Cl)ccc2o1
→ -13	-10	18	-10
46) C=CCNC(=O)CSc1nc2cc(C(=O)OCC)ccc2n1CC
→ 9	20	.	.
47) CCSc1ccccc1C(=O)Nc1nncs1
→ 2	10	-26	10
48) CCCOc1c(OC)cccc1C1CC(=O)Nc2cc3c(cc21)OCCO3 (stereo not drawn)
→ -9	-18	20	-18
49) CCN1CCN(C2=C(Cl)C(=O)N(Cc3ccccc3)C2=O)CC1
→ 8	-23	.	.
50) O=c1c2ccccc2nnn1CSc1nnc(-c2cccnc2)n1-c1ccccc1F
→ 11	37	11	37
51) COn1c(-c2ccccc2)nc2c1CCc1c-2no[n+]1[O-]
→ 3	14	14	14
52) Cn1c(NCCCN2CCOCC2)nc2c1c(=O)n(Cc1ccc(Cl)cc1Cl)c(=O)n2C
→ 9	4	22	4
53) CCc1c(C)nc(N)n2c(SCC(=O)Nc3ccccc3OC)nnc12
→ 47	-11	-18	-11
54) Cc1noc(C)c1C(=O)NCc1ccco1
→ 1	10	-34	10
55) CC(C)(C)NC(=O)Nc1ccccc1C(N)=O
→ .	.	-10	.
56) CCOC(=O)c1c(-c2ccc(C)s2)csc1NC(=O)c1cccs1
→ 26	9	.	.
57) CN(C)CCn1c(=O)n(Cc2ccco2)c(=O)c2c3c(sc21)CCCCC3
→ 24	15	.	.
58) CCOCCCNc1nc2c(c(=O)n(C)c(=O)n2C)n1CCCc1ccccc1
→ 7	-13	.	.
59) O=C(c1ccc(O)cc1)c1ccc(C(=O)O)c(C(=O)O)c1
→ 19	0	19	.
60) CC(C)C(=O)Nc1cccc(C(=O)Nc2ccc3c(c2)OCO3)c1
→ 0	-11	0	-11
61) COC(=O)c1ccc(N2CCC(C)CC2)c(N)c1
→ 18	22	19	22
62) Cc1ccc(Cl)cc1N1CCN(C(=O)Cn2ccc3ccccc3c2=O)CC1
→ 3	5	-5	5
63) Brc1cccc(Cn2c(-c3cncs3)nc3ccccc32)c1
→ -23	-7	-24	-7
64) COc1ccc2cc3cc(C(=O)NCC4CCCO4)oc3nc2c1 (stereo not drawn)
→ 19	-7	-1	-7
65) CCSc1nc2cc(OC)c(OC)cc2c(=O)n1CC
→ -17	7	.	.
66) O=C(C[n+]1ccc(C(=O)N/N=C/c2ccc(O)cc2)cc1)c1ccccc1
→ 13	20	27	20
67) Cc1cc(=O)oc(C)c1C(=O)N1CCN(C)CC1
→ 2	-5	17	-5
68) COc1ccc(CCNC(=O)CCCCn2c(=O)[nH]c3ccccc3c2=O)cc1OC
→ 17	23	16	23
69) COC(=O)CSc1nc(NC(C)=O)nc(C)c1Br
→ 1	10	23	10
70) Cc1nc(N2CCN(C(=O)c3ccc(Cl)cc3)CC2)c(C#N)c2c1COC(C)(C)C2
→ 3	4	-6	4
71) Cc1ccc(C(=O)c2nc3c(n2O)CCCC3)cc1
→ 11	13	4	13
72) COc1ccc(NC(=O)CSc2nnc(C3CCCCC3)n2-c2ccccc2)cc1
→ -6	-14	29	-14
73) CCCCn1c(S(=O)(=O)O)nc2ccccc21
→ 8	10	-13	10
74) COc1ccc(CCNC(=O)C2CC2)cc1OC
→ 12	5	-3	5
75) CCc1cccc(C)c1NC(=O)CSc1nnc(-c2cc3cc(Br)ccc3o2)n1CC
→ 11	13	25	13
76) Cc1ccc(NC(=O)C2CC(=O)n3ncnc3N2)cc1 (stereo not drawn)
→ 14	14	15	14
77) CCOC(=O)c1ccoc1CSCc1ccc(C(=O)OC)o1
→ 28	14	19	14
78) CCCc1cc(=O)[nH]c(SCc2ccccc2Cl)n1
→ 2	13	12	13
79) O=c1oc2cc(O)ccc2c2ccccc12
→ 1	7	22	7
80) C=CCn1c(SCC(=O)Nc2cccc3ccccc23)nnc1-c1cnccn1
→ 19	9	.	.
81) NC(=O)CSc1nc2ccccc2c(=O)n1Cc1ccco1
→ 1	6	12	6
82) CC1=C(C(=O)OCC(C)C)C23C(=O)c4ccccc4C2(O1)OC(N)=C3C#N (stereo not drawn)
→ .	.	15	.
83) CC(C)(C)NC(=O)Cn1c(-c2nonc2N)nc2ccccc21
→ 13	13	.	.
84) CCCCn1nnnc1SCC(=O)Nc1sc2c(c1C#N)CCCC2
→ 9	-5	11	-5
85) Cc1oc(C(=O)O)cc1COc1ccc2c3c(c(=O)oc2c1)CCC3
→ 19	22	16	22
86) COc1ccc2c(Cl)c(C(N)=O)sc2c1
→ .	.	-37	.
87) CCOC(=O)c1cccc(NC(=O)c2cnccn2)c1
→ 3	14	13	14
88) CCc1cccc(CC)c1N(COC)C(=O)Cn1c(CO)nc2ccccc21
→ 18	4	-3	4
89) CCOC(=O)c1cc(OC(=O)c2cccc([N+](=O)[O-])c2)n(-c2ccccc2)n1
→ 7	9	.	.
90) COc1cccc(NC(=O)CNC(=O)c2cccs2)c1
→ -2	3	25	3
91) O=C1C2CC=C(Cl)CC2C(=O)N1CC1OCCc2ccccc21 (stereo not drawn)
→ 9	11	15	11
92) COc1cc(NC(=O)Cc2cccs2)cc(OC)c1
→ .	.	-5	.
93) COC(=O)c1cc(C(=O)OC)n(Cc2ccc(Cl)cc2Cl)n1
→ 19	16	.	.
94) CCCCn1c(SCC(=O)Nc2cc(NC(=O)c3ccco3)ccc2C)nc2ccccc2c1=O
→ -20	-6	8	-6
95) COc1cccc(N2C(=O)C3CC=C(Cl)CC3C2=O)c1 (stereo not drawn)
→ 10	0	23	.
96) Cc1ccccc1-c1cc(-c2ccccc2O)n[nH]1
→ 18	-12	20	-12
97) CCN1C(=O)C(O)(CC(=O)c2ccccn2)c2ccccc21 (stereo not drawn)
→ 8	10	.	.
98) COc1ccc(C(=O)Cn2nnc(-c3ccccc3F)n2)cc1
→ 28	30	14	30
99) Cc1ccc(C)c(OCCCN2CCCC2)c1
→ -12	19	-9	19
100) Cc1cccc(N2C(=O)c3cccnc3C2=O)c1
→ -7	-43	28	-43
101) O=C(Cn1cnc2c(nnn2Cc2ccc(F)cc2)c1=O)NCc1ccc2c(c1)OCO2
→ -31	-42	0	-42
102) CC(C)Oc1ccc(C(=O)Nc2ccc(NC(=O)c3ccco3)c(Cl)c2)cc1
→ -12	-5	-12	-5
103) Cc1cc2n(n1)SC(Nc1cccc3ccccc13)N2 (stereo not drawn)
→ -5	-10	-3	-10
